Compound activity deposited in PubChem BioAssay by Sanford-Burnham Center for Chemical Genomics.
A3A deaminase – blocks human APOBEC3A ssDNA deamination. P31941. recombinant A3A, FAM/TAMRA ssDNA deamination fluorescence. inhibition, % at 20 µM. 0.41% of 330,000 active. AID 493011;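 active = at least 40% inhibition at 20 µM here, with at most 30% in a related deaminase screen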;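 also: plate controls were A3A with DMSO for no effect and wells lacking A3A enzyme for full effect; some results filed as inactive read as strong as hits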
Target sequence (P31941 whole entry, looked up): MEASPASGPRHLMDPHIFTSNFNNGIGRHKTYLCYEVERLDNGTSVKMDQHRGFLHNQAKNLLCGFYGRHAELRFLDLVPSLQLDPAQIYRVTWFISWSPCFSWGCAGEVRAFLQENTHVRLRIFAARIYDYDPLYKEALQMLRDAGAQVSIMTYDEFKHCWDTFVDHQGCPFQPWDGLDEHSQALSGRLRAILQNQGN
mIAP activ – increases mouse intestinal alkaline phosphatase activity; activation factor at 10 µM; 0.24% of 330,000 active; muIAP, CDP-Star luminescence, 30 min; hits give high values; 1 = vehicle-only enzyme signal, 0 = enzyme-free wells;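 active = activation factor of at least 2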; also: the source names both 10 and 20 µM as test concentration; values of inactives mirror those of a sister screen read the other way
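Assay system: mouse IAP enzyme; Reagent: CDP-Star chemiluminescent phosphatase substrate; Compound: DMSO-dissolved test compounds; Incubation: 30 min, room temperature; Technique: luminescence from enzymatic CDP-Star hydrolysis; Controls: DMSO-only wells and no-enzyme negative control.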
beta cell repl – MIN6 beta-cell proliferation induction; MIN6 cells proliferation, ATPlite luminescence, 48 h; cells starved in 0.2% serum; 100% = growth in 10% serum; proliferation, % at 10 µM; 0.29% of 330,000 active;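 active = compounds whose signal lies at least 3.5 SD above the mean of all wells on their plate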;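 also: 0% = DMSO-treated cells in low-serum medium and 100% = 10% serum control; some compounds called inactive have numbers as strong as hits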
hIAP activ – increases human intestinal alkaline phosphatase activity; P09923; 0.16% of 330,000 active; AID 2524; activation factor at 10 µM; purified human IAP, CDP-Star luminescence, 30 min; hits give high values; 1 = vehicle-only enzyme, 0 = enzyme-free background;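 active = activation factor of the enzyme at least 2-fold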; also: the source names both 10 and 20 µM as test concentration; values of inactives mirror those of a sister screen read the other way
Target sequence (P09923 whole entry, looked up): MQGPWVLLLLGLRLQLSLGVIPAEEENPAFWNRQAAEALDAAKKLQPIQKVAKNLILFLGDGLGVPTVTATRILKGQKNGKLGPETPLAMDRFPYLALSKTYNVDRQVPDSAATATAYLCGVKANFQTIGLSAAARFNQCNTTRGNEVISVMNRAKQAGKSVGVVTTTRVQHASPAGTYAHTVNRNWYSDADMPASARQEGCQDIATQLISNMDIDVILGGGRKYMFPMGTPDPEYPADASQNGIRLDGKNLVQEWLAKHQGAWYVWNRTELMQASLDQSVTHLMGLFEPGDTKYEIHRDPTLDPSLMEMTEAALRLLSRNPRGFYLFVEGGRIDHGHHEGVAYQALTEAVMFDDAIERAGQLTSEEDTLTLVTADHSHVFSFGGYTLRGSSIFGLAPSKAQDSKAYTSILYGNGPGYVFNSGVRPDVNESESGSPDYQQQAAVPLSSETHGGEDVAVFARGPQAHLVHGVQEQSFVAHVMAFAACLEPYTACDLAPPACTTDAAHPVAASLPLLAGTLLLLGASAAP
A3G deaminase – APOBEC3G (human) deaminase inhibition | Q9HC16 | recombinant A3G, ssDNA deamination FAM/TAMRA fluorescence | inhibition, % at 20 µM | 0.28% of 330,000 active;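 active = inhibition of at least 40% at 20 µM, with no more than 30% in the related APOBEC3A deaminase screen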;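 also: plate controls were DMSO wells with A3G for no effect and wells lacking A3G enzyme for full effect; some compounds called inactive have numbers as strong as hits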
Target sequence (Q9HC16 whole entry, looked up): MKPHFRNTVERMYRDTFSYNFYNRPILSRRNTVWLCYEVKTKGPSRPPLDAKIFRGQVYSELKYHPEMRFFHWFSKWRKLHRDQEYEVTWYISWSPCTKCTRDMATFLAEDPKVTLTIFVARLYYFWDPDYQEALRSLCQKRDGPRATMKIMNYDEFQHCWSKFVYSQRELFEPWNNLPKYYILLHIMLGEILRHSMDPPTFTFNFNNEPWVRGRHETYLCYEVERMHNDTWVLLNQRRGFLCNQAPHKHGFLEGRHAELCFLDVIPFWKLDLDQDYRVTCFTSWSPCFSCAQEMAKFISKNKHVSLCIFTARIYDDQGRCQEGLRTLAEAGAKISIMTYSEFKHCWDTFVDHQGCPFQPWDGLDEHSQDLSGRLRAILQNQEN
SENP1 FRET inh – blocks the human SENP1 SUMO protease catalytic domain; recombinant SENP1 catalytic domain, CyPet-SUMO1-YPet FRET cleavage; inhibition, % at 10 µM; 0.21% of 360,000 active; AID 624204;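 active = inhibition at least 30% at 10 µM, raw YFP signal under a set limit, fluorescence ratio 0.5 to 1.5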;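 also: 0% = enzyme with DMSO and 100% = no enzyme wells; some results filed as inactive read as strong as hits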
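material = recombinant human SENP1 catalytic domain, His6-tagged | quantity = 20 pM enzyme | reagent = 25 nM SUMO1 FRET substrate | compound dosing = 10 µM single point, 0.5% DMSO | timing = 50 min enzyme reaction, room temperature, light-protected | detection = FRET, CFP and YFP emission | control set = no-enzyme low, enzyme-DMSO high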
NLRP3 yeast inh – blocks the NALP3 inflammasome reconstituted in yeast; Yeast reconstituted NLRP3/ASC/caspase-1, beta-gal luminescence, 24 h; inhibition, % at 10 µM; 0.39% of 330,000 active; AID 2825;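 active = inhibition of 50% or more; inactive = inhibition below 50%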;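 also: plate controls were induced DMSO wells for no effect and uninduced yeast grown without galactose for full effect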
hIAP block – blocks human intestinal alkaline phosphatase | P09923 | purified IAP, CDP-Star luminescence, 30 min | inhibition, % at 10 µM | 0.12% of 330,000 active | AID 2544;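 active = inhibition reaching a set limit with compound at 10 µM in the primary screen, cut at about 35% in these data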;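 also: plate controls were DMSO wells with enzyme for no effect and no-enzyme buffer wells for full effect; values of inactives mirror those of a sister screen read the other way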
mIAP block – mouse IAP inhibition; AID 2806; purified mouse IAP, CDP-Star luminescence, 30 min; inhibition, % at 10 µM; 0.2% of 330,000 active;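 active = inhibition of at least 40% at 10 µM in the primary screen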;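 also: plate controls were DMSO with enzyme for no effect and no enzyme wells for full effect; values of inactives mirror those of a sister screen read the other way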
An asterisk follows results filed as active; . = no result given.

Screens by letter – A = A3A deaminase; B = mIAP activ; C = beta cell repl; D = hIAP activ; E = A3G deaminase; F = SENP1 FRET inh; G = NLRP3 yeast inh; H = hIAP block; I = mIAP block
molecule: O=C(CCCl)Nc1ccc(S(=O)(=O)NCc2ccco2)cc1
  A: 13	B: 1.1	C: 2	D: 0.93	E: 1	F: -2	G: -6	H: 7	I: -6

molecule: CCC1C(=O)N=C(SCC(=O)Nc2ccc(Br)cn2)NC1=O (stereo not given)
  A: -3	B: 0.84	C: -4	D: 0.98	E: -5	F: -2	G: 13	H: 2	I: 16

molecule: COc1cc(C2/C(=C(\O)c3ccc4c(c3)CC(C)O4)C(=O)C(=O)N2Cc2ccco2)ccc1O (stereo not given)
  A: 1	B: 0.97	C: 2	D: 1	E: -4	F: 0	G: 5	H: -2	I: 3

molecule: CSc1ccc(/C=N\NC(=O)CC(=O)NC(C)C)cc1
  A: 2	B: 0.94	C: 0	D: 0.88	E: -1	F: 1	G: 12	H: 12	I: 6

molecule: CCC(=O)c1ccc(OCC(=O)OCC(=O)N2CCc3ccccc32)cc1
  A: -4	B: 0.92	C: 2	D: 0.95	E: -5	F: 3	G: 6	H: 5	I: 8

molecule: COn1c(SCC(=O)N(C)C)nc2ccccc2c1=O
  A: -1	B: 1	C: -2	D: 0.81	E: -4	F: 4	G: 0	H: 19	I: 0

molecule: O=S(=O)(c1ccc2nc(Nc3ccccc3)ccc2c1)N1CCCCC1
  A: -2	B: 1	C: -7	D: 1.1	E: 3	F: -4	G: -13	H: -8	I: -4

molecule: Cc1ccc(NC(=O)Cc2c(C(=O)O)n(C)c3ccccc23)cc1F
  A: -1	B: 0.94	C: -3	D: 1.2	E: -6	F: -2	G: 0	H: -21	I: 6

molecule: Cc1cc2ncn(-c3ncnc4sc5c(c34)CCCC5)c2cc1C
  A: 1	B: 0.88	C: 2	D: 0.9	E: -10	F: .	G: -9	H: 10	I: 12

molecule: CCOC(=O)c1c(N2C(=O)Nc3ccccc3N2O)sc2c1CCCCC2
  A: -3	B: 1	C: -3	D: 0.97	E: -2	F: 2	G: 7	H: 3	I: -2

molecule: CC(C(=O)Nc1ncn[nH]1)N1C(=O)c2ccccc2C1=O (stereo not given)
  A: 1	B: 1	C: 0	D: 1.3	E: -5	F: -1	G: -4	H: -26	I: -3

molecule: O=C(CCc1ccccc1)NNC(=O)Cc1ccc(Cl)cc1
  A: -2	B: 0.92	C: -2	D: 1.3	E: -5	F: 1	G: 15	H: -31	I: 8

molecule: C=CCOc1cccc(/C=N/NC(=O)C(=O)NCc2ccco2)c1
  A: -3	B: 0.87	C: -2	D: 0.94	E: -4	F: 1	G: 15	H: 6	I: 13

molecule: Cc1ccc(C(=O)COc2ccccc2N2C(=O)c3ccccc3C2=O)cc1
  A: -3	B: 0.97	C: -2	D: 1.1	E: -6	F: 3	G: 0	H: -10	I: 3

molecule: Cn1c(CCNC(=O)c2ccco2)nc2cc(NC(=O)c3ccccc3Cl)ccc21
  A: -2	B: 0.92	C: 0	D: 1.1	E: 30	F: 0	G: 3	H: -9	I: 8

molecule: C/C(=N\OC(=O)NC(C)C)c1sc(-c2ccc(Cl)cc2)nc1C
  A: 2	B: 1	C: -2	D: 1.1	E: -3	F: 1	G: 24	H: -10	I: -1

molecule: COC(=O)c1ccc(OCCOc2ccccc2)cc1
  A: -6	B: 0.94	C: 0	D: 0.93	E: -10	F: 3	G: 25	H: 7	I: 6

molecule: COc1ccc(N2CCN(C3CCCN(Cc4cccc(C(C)=O)c4)C3)CC2)cc1 (stereo not given)
  A: 0	B: 0.98	C: -4	D: 0.92	E: -6	F: -1	G: 17	H: 8	I: 2

molecule: COc1ccc(C(C)=O)cc1COC(=O)c1ccc(S(=O)(=O)N(C)C)cc1
  A: 2	B: 0.94	C: -1	D: 0.93	E: -4	F: 2	G: 8	H: 7	I: 6

molecule: CC(Oc1ccccc1)C(=O)N1CCC2(CC1)Oc1ccc(Cl)cc1C(=O)C21CC(c2ccccc2)=NO1 (stereo not given)
  A: 0	B: 1	C: -5	D: 0.92	E: 6	F: .	G: 18	H: 8	I: -1

4 of the compounds above, with each value named.
> Cc1ccc(C(=O)COc2ccccc2N2C(=O)c3ccccc3C2=O)cc1
  A3A deaminase: -3 | mIAP activ: 0.97 | beta cell repl: -2 | hIAP activ: 1.1 | A3G deaminase: -6 | SENP1 FRET inh: 3 | NLRP3 yeast inh: 0 | hIAP block: -10 | mIAP block: 3
> CSc1ccc(/C=N\NC(=O)CC(=O)NC(C)C)cc1
  A3A deaminase: 2 | mIAP activ: 0.94 | beta cell repl: 0 | hIAP activ: 0.88 | A3G deaminase: -1 | SENP1 FRET inh: 1 | NLRP3 yeast inh: 12 | hIAP block: 12 | mIAP block: 6
> COc1ccc(N2CCN(C3CCCN(Cc4cccc(C(C)=O)c4)C3)CC2)cc1 (stereo not given)
  A3A deaminase: 0 | mIAP activ: 0.98 | beta cell repl: -4 | hIAP activ: 0.92 | A3G deaminase: -6 | SENP1 FRET inh: -1 | NLRP3 yeast inh: 17 | hIAP block: 8 | mIAP block: 2
> COC(=O)c1ccc(OCCOc2ccccc2)cc1
  A3A deaminase: -6 | mIAP activ: 0.94 | beta cell repl: 0 | hIAP activ: 0.93 | A3G deaminase: -10 | SENP1 FRET inh: 3 | NLRP3 yeast inh: 25 | hIAP block: 7 | mIAP block: 6

Continued.
Screens by letter – A = A3A deaminase; B = mIAP activ; C = beta cell repl; D = hIAP activ; E = A3G deaminase; F = SENP1 FRET inh; G = NLRP3 yeast inh; H = hIAP block; I = mIAP block
molecule: CCOC(=O)c1cc(-c2ccccc2C)n(CC2CC(c3ccc(OC)cc3)=NO2)n1 (stereo not given)
  A: 0	B: 0.99	C: -3	D: 1.2	E: -6	F: -1	G: 11	H: -23	I: 1

molecule: O=C1NCC(COCc2ccccc2)O1 (stereo not given)
  A: -3	B: 0.98	C: 1	D: 1.1	E: -6	F: 4	G: 5	H: -13	I: 2

molecule: COCCNC(=O)c1ccc(Cn2c(SCC(=O)NCC3CCCO3)nc3ccc(Br)cc3c2=O)cc1 (stereo not given)
  A: -7	B: 1	C: -2	D: 0.97	E: -9	F: 2	G: 8	H: 3	I: 0

molecule: Cc1ccc(NC(=O)COc2ccc3c(c2)OCO3)c(C)c1
  A: -3	B: 0.95	C: -1	D: 0.97	E: -4	F: 2	G: 39	H: 3	I: 5

molecule: O=C(NCCN1CCOCC1)c1cccc(S(=O)(=O)N(Cc2ccccc2)c2ccccc2)c1
  A: 0	B: 0.93	C: 2	D: 1	E: -10	F: 1	G: 4	H: 0	I: 7

molecule: O=C(/C=C/c1ccccc1[N+](=O)[O-])N1CCOCC1
  A: -1	B: 1.1	C: -1	D: 1	E: -2	F: 0	G: 20	H: 0	I: -6

molecule: O=C(O)Cc1ccc(NC(=O)c2ccc(NC(=O)C3CC3)cc2)cc1
  A: -2	B: 1	C: -4	D: 1	E: -5	F: 2	G: 4	H: -3	I: -5

molecule: CC(=O)c1ccc(N2CCN(C(=O)C3(S(=O)(=O)c4ccc(Cl)cc4)CC3)CC2)cc1
  A: 3	B: 0.94	C: -3	D: 0.8	E: -7	F: 2	G: 8	H: 20	I: 6

molecule: Cc1ccc(S(=O)(=O)CC(O)COc2ccc(F)cc2Cl)c(C)c1 (stereo not given)
  A: -1	B: 0.98	C: -2	D: 1	E: -9	F: 3	G: 20	H: -1	I: 2

molecule: CCOc1ccc(NC(=O)COC(=O)C2CCC(=O)N2)c([N+](=O)[O-])c1 (stereo not given)
  A: -1	B: 0.99	C: -4	D: 1.4	E: 2	F: 1	G: 13	H: -38	I: 1

molecule: Cn1c(=O)c2c(n(Cc3ccccc3)c1=O)NC(=O)C2CC(=O)NCc1cccc(Cl)c1 (stereo not given)
  A: 1	B: 0.89	C: -2	D: 1.1	E: -2	F: -4	G: 7	H: -6	I: 11

molecule: COc1cccc(C(=O)Nc2ccc(S(=O)(=O)N3CCN(C)CC3)cc2)c1
  A: 1	B: 1.1	C: -3	D: 1	E: -10	F: 0	G: 10	H: 0	I: -6

molecule: CCOc1ccc2nc(SCc3ccc(F)cc3)sc2c1
  A: -3	B: 0.9	C: 0	D: 0.89	E: -6	F: 0	G: 10	H: 11	I: 10

molecule: CC(C)CN1CCC(CN(C)Cc2nc(-c3cnccn3)no2)CC1
  A: -7	B: 1	C: -1	D: 0.98	E: -8	F: -7	G: -20	H: 2	I: -1

molecule: O=C(Nc1ccccc1Cl)NC1(C(=O)N2CCCCC2)CCCCC1
  A: -6	B: 1.1	C: 1	D: 0.94	E: -7	F: 1	G: 2	H: 6	I: -6

molecule: CCOC(=O)c1[nH]c2ccccc2c1NC(=O)c1ccc(S(=O)(=O)N2CCCC2)cc1
  A: -5	B: 0.9	C: -2	D: 1	E: -10	F: 1	G: 18	H: -4	I: 10

molecule: CCOC(=O)c1c(NS(=O)(=O)c2ccc(Br)cc2)sc2c1CCC2
  A: 3	B: 0.8	C: -2	D: 0.84	E: 0	F: -20	G: -2	H: 16	I: 20

molecule: CCc1ccccc1NC(=S)NCc1cccn1C
  A: -2	B: 1.3	C: -2	D: 1.1	E: -8	F: -3	G: 13	H: -8	I: -26

molecule: COCCn1c(C)cc(C(=O)CSc2n[nH]c(N)n2)c1C
  A: -5	B: 0.92	C: 2	D: 0.96	E: -6	F: 0	G: 18	H: 4	I: 8

molecule: Cc1nnc(NC(=O)CSc2ccc([N+](=O)[O-])cn2)s1
  A: 40	B: 0.82	C: 0	D: 1.1	E: 3	F: -1	G: -5	H: -12	I: 18

molecule: COc1ccc(/C=N\NC(=O)c2ccccc2Br)cc1COc1c(F)c(F)cc(F)c1F
  A: 1	B: 1.1	C: -7	D: 1.2	E: -6	F: -2	G: 21	H: -19	I: -14

molecule: COc1cccc(CCc2nnc(N)s2)c1
  A: -5	B: 0.94	C: -1	D: 1.1	E: -5	F: 2	G: 7	H: -12	I: 6

molecule: CC(NC(=O)c1ccco1)C(=O)OCc1cccc(Cl)c1 (stereo not given)
  A: -3	B: 1	C: -4	D: 1.1	E: -5	F: 1	G: 12	H: -9	I: -4

molecule: Cc1ccc(NC2=NC(c3ccc(F)cc3)n3c(nc(C)cc3=O)N2)c(C)c1 (stereo not given)
  A: -2	B: 0.96	C: 2	D: 0.99	E: 0	F: 0	G: 8	H: 0	I: 4

molecule: Oc1ccc(-c2nc3ccccc3s2)c(O)c1
  A: 3	B: 0.99	C: -1	D: 1.3	E: -2	F: -7	G: 22	H: -32	I: 1

molecule: COc1ccc(S(=O)(=O)N2CCOCC2)cc1N=Nc1sc(N)nc1-c1ccccc1
  A: 1	B: 0.76	C: -1	D: 0.75	E: -1	F: 7	G: -4	H: 25	I: 24

molecule: CCc1ccc2oc(C(=O)NCC(c3ccc(OC)cc3)N3CCCCC3)c(C)c2c1 (stereo not given)
  A: -2	B: 0.9	C: -5	D: 1.1	E: -3	F: 0	G: 28	H: -10	I: 10

molecule: COC(=O)c1c(NC(=O)CSc2nnnn2-c2ccc3c(c2)OCO3)sc(C)c1C
  A: -5	B: 0.92	C: -2	D: 0.93	E: -3	F: -1	G: 13	H: 7	I: 8

The list is partial. The share of hits here may be higher or lower than overall.
